MRP reversal – compounds reversing MRP-mediated drug resistance. AID 602. H69AR cells + 2 uM doxorubicin, CellTiter-Glo, 72 h. 85,000 tested, 0.04% active. differential viability (reversal), % at 10 µM;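 active = viability drop by adding the cancer drug above about 55%, with treated viability meeting a 40% cutoff, limit read from the data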;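 also: viability without doxorubicin minus viability with 2 µM doxorubicin for each compound; larger differential means the compound sensitizes cells more to doxorubicin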
NFkB transloc pot – enhances IL-1B driven NFkB nuclear translocation | AID 819 | 94,000 tested, 0.3% active | HUVEC IL-1B NFkB p65 nuclear translocation imaging | activation, % at 2 µM;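 active = activation above 40%, about the mean plus 3 SD, also judged a hit on visual image review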;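 also: percent activation is computed from the nuclear over cytoplasmic p65 intensity ratio; values of inactives mirror those of a sister screen read the other way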
PLAP inhibitors HTS – PLAP enzyme inhibitors, biochemical, luminescence, HTS (AID 690). purified PLAP, luminescent substrate; higher % means a stronger effect. one-dose inhibition, % at 20 µM; IC50 in µM for titrated hits. 96,000 tested, 0.08% active; in the data active = a potency from the dose series; inactive = the rest, 99 in 100 with inhibition below about 30%; also: strong numbers were not always called active
Bcl-B displacement – displacers of TR3 peptide from Bcl-B, primary screen, selectivity assay for Bfl-1 inhibitor project, biochemical, fluorescence polarization; FP displacement of FITC-TR3 peptide from Bcl-B; higher % means a stronger effect; displacement, % at 20 µM, or IC50 in µM where a hit was titrated; 96,000 tested, 0.11% active;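 active = displacement above 50% at 20 µM plus a fluorescence interference ratio under 1.5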;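 also: plate controls were wells without compound for no effect and wells lacking Bcl-B protein for full effect; a part of the inactive calls stands beside numbers as strong as those of hits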
IL1B NFkB inh – blocks IL-1B driven NFkB nuclear translocation in HUVEC cells. inhibition, % at 2 µM. 94,000 tested, 0.43% active. HUVEC IL-1B NFkB p65 nuclear translocation imaging;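 active = inhibition above about 30% together with a positive call from visual inspection of the well image, limit read from the data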;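 also: nuclear over cytoplasmic p65 intensity ratio measured by imaging; 0% = IL-1B stimulated DMSO wells and 100% = unstimulated DMSO wells; values of inactives mirror those of a sister screen read the other way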
MRP reversal cytotoxicity – further read-out of MRP reversal, marked with its call; viability, %; H69AR cells, CellTiter-Glo, 72 h; measured here: cytotoxicity without doxorubicin
MRP reversal with doxorubicin – second read-out of MRP reversal, no call of its own (marks repeat the call); viability, %; measured here: viability with 2 uM doxorubicin; hits give low values
IL1B NFkB inh cell count 2 µM – recorded beside IL1B NFkB inh, whose call it bears; cell count; measured here: cells passing quality filter;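 raw number of nuclei counted in each imaged well without normalization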
NFkB transloc pot cell count 2 µM – further read-out of NFkB transloc pot, marked with its call; cell count; measured here: cells passing quality filter
An asterisk follows results filed as active; · = no result given. These rows are one share of the data; count on the stated rates, not on these rows.

SMILES	MRP reversal	MRP reversal cytotoxicity	MRP reversal with doxorubicin	NFkB transloc pot	NFkB transloc pot cell count 2 µM	PLAP inhibitors HTS	Bcl-B displacement	IL1B NFkB inh	IL1B NFkB inh cell count 2 µM
CCCCN1C(=O)CN(CCc2ccccc2)C(=O)C1c1ccc(OC)cc1 (configuration not stated)	-34.0	37.7	71.7	4.3	177	2.5%	-0.8%	-4.3	177
OC(COc1ccc2c(c1)CCC2)CN1CCN(c2cccc(Cl)c2)CC1 (configuration not stated)	-4.9	75.0	79.8	12.0	197	-79.0%	-7.5%	-12.0	197
CCCSc1cc(N2CCCC2)nc(-c2ccccc2)n1	·	·	·	8.6	116	24.5%	1.9%	-8.6	116
O=C(O)c1ccc(-n2nnnc2SCc2ccccc2F)cc1	10.4	95.3	84.8	·	·	-8.2%	-2.1%	·	·
COc1cccc(-n2nnnc2SCC(=O)NC2CCCC2)c1	-5.0	91.6	96.6	1.1	158	19.2%	-5.6%	-1.1	158
CCOc1ccc(N(CC(=O)NC2CCCC2)S(=O)(=O)c2c(C)[nH]c(=O)[nH]c2=O)cc1	4.4	96.4	92.0	12.5	62	-41.6%	4.1%	-12.5	62
O=c1c2c3c(sc2nc2n1CCCC2)CCC3	·	·	·	28.5	125	2.2%	-0.2%	-28.5	125
CC1(C)NC(=O)N(CCOc2ccc3c(c2)CCC3)C1=O	4.5	89.3	84.8	·	·	0.4%	-11.5%	·	·
Cc1cccc(C)c1NC(=O)Cn1c(CN2CCCCC2)nc2ccccc2c1=O	-3.2	68.5	71.7	-6.1	89	·	·	6.1	89
COc1cccc2c(=O)n(CC(=O)N3CCCCCC3)ccc12	7.8	102.3	94.6	-4.2	60	4.2%	8.6%	4.2	60
O=C(COc1ccc(S(=O)(=O)N2CCCCC2)cc1)NC1CCCCC1	-7.4	84.9	92.3	-5.3	118	8.0%	-5.7%	5.3	118
COc1ccc(C(=O)Nc2cccc(-c3cnc4ccccc4n3)c2)cc1	·	·	·	1.3	117	-10.6%	6.2%	-1.3	117
COc1ccc(OC)c(NC(=O)C2CCN(Cc3cnn(-c4ccccc4)c3-n3cccc3)CC2)c1	-1.4	59.4	60.8	-4.3	132	-90.8%	0.4%	4.3	132
COc1ccc(N(CC(=O)Nc2cccc(C(F)(F)F)c2)S(C)(=O)=O)cc1	10.4	103.4	92.9	7.6	164	·	·	-7.6	164
N#CCCN(Cc1cccnc1)C(=O)Nc1cccc(Cl)c1	-16.4	90.1	106.4	-1.3	161	12.3%	2.2%	1.3	161
COCCNC(=O)C(c1cccs1)N(C(=O)Cn1nnc2ccccc21)c1ccc2c(c1)OCO2 (configuration not stated)	9.2	93.1	84.0	2.7	213	-22.7%	2.3%	-2.7	213
Cc1ccccc1CN1CCN(CC(=O)NCc2ccccn2)C1=O	19.1	107.0	88.0	21.9	64	-15.9%	7.2%	-21.9	64
Cc1ccc2cc(CN(Cc3ccco3)C(=O)NCc3ccccc3)c(=O)[nH]c2c1C	6.4	82.5	76.1	-4.0	80	2.9%	-5.3%	4.0	80
O=C(CSc1nc(-c2ccccc2Cl)ns1)NCc1ccco1	-15.4	98.6	114.0	19.1	97	12.4%	0.0%	-19.1	97
COc1cc(NC(=O)CCc2c(C)nc3nc(C)nn3c2C)cc(OC)c1	10.3	100.1	89.8	10.6	65	11.7%	-16.8%	-1.6	160
CCOC(=O)C1CCCN(c2c(Nc3ccc(OCC)cc3)c(=O)c2=O)C1 (configuration not stated)	16.7	75.1	58.3	-5.0	188	-10.6%	12.5%	5.0	188
CC(C)(C)C(=O)Nc1ccc(C(=O)NCc2cccnc2)cc1	13.4	102.2	88.9	24.6	60	-2.9%	-5.0%	-24.6	60
O=C(Cc1ccc(Cl)cc1)NNC(=O)Nc1cccc2ccccc12	·	·	·	-2.6	112	-2.6%	-7.2%	2.6	112
O=C(Nc1ccc(NC(=O)C2CC2)nc1)c1cccs1	4.5	91.2	86.7	-5.3	99	18.5%	-21.6%	5.3	99
CN=C(Nc1cc(C)nn1-c1ccccc1)c1ccccc1	-2.1	86.8	88.9	10.2	131	-4.7%	-2.1%	-10.2	131
COC(=O)c1nnn(-c2nonc2N)c1CSc1ccccn1	6.8	92.8	86.0	·	·	7.5%	-3.9%	·	·
CCc1nnc(NC(=O)CN2CCN(c3cccc(OC)c3)CC2)s1	7.2	90.3	83.2	-8.2	77	·	·	8.2	77
CCC(C(=O)NCc1ccccc1OC)n1nc(C)n2c(cc3occc32)c1=O (configuration not stated)	-2.9	95.7	98.5	8.9	158	-47.2%	-9.3%	-8.9	158
COc1ccc(OCC(O)CNC(=O)c2ccc(Br)cc2)cc1 (configuration not stated)	-1.0	94.0	95.0	12.3	153	-2.0%	-4.0%	-12.3	153
O=C(N/N=C/c1ccc(-c2ccccc2[N+](=O)[O-])o1)c1cccnc1	·	·	·	9.0	135	-53.0%	0.0%	-9.1	135
CCOCCCNC(=O)C(NC(=O)CNC(C)=O)c1ccc(C)cc1 (configuration not stated)	4.7	113.6	108.9	3.1	175	-13.1%	7.2%	-3.1	175
CSc1ccccc1N=CC1=C(O)CC(C)(C)CC1=O	·	·	·	0.7	142	·	·	-0.7	142
CCCCNC(=O)CS(=O)Cc1nc(-c2ccc(C)cc2)oc1C (configuration not stated)	10.6	95.8	85.2	3.2	168	-7.5%	3.8%	-3.2	168
Cc1[nH]n2c(=O)cc(-c3ccc([N+](=O)[O-])cc3)nc2c1-c1ccccc1	-6.1	14.9	21.1	6.3	175	·	·	-6.3	175
CC1CCC(N2CCN(c3ncccn3)CC2)CC1 (configuration not stated)	3.3	104.4	101.1	-0.7	69	-8.9%	-4.2%	0.7	69
O=C(Cn1ccc2ccccc2c1=O)Nc1ccc2c(c1)OCO2	9.7	87.0	77.3	7.4	95	-10.1%	5.4%	-7.4	95
CC(NC(=O)CN1CCCC1)C12CC3CC(CC(C3)C1)C2 (configuration not stated)	9.6	97.2	87.7	-6.6	159	17.3%	-2.9%	6.6	159
CCc1nn(CC(=O)NCCCN(Cc2ccccc2)C(C)C)c(=O)c2cc3sccc3n12	4.2	93.6	89.5	4.8	191	-36.5%	-14.3%	-4.8	191
C=CCn1c(SCC(=O)Nc2sc3c(c2C#N)CCC3)nnc1C1COc2ccccc2O1 (configuration not stated)	·	·	·	7.1	162	-91.9%	-36.9%	-7.1	162
N#C/C(=C\c1ccc(Sc2nc3ccccc3[nH]2)o1)c1ccccc1	22.5	32.6	10.0	-4.3	186	-45.1%	-46.3%	4.3	186
CCOC(=O)N1CCN(C(=O)Nc2ccc(Cl)cc2Cl)CC1	7.9	93.4	85.5	32.4	111	-6.7%	-2.1%	-32.4	111
CCN1CCN(c2oc(-c3ccc(OC)cc3)nc2C#N)CC1	9.8	79.6	69.7	0.0	103	·	·	0.0	103
N#Cc1cc(C#N)c(N2CCN(c3ccccn3)CC2)nc1N	·	·	·	8.6	178	31.4%	9.1%	-8.6	178
Cc1ccc2nc(SCCCCOc3ccccc3)[nH]c2c1	·	·	·	5.7	149	20.7%	-12.0%	-5.7	149
CCOC(=O)Cc1[nH]nc2c1C(c1cc(OC)ccc1OC)C(C#N)=C(N)O2 (configuration not stated)	-26.8	52.4	79.2	-9.3	106	-61.6%	3.8%	9.3	106
Clc1ccc(-c2nnc(SCc3ccon3)o2)c(Cl)c1	20.6	92.5	71.9	-4.1	35	18.8%	0.1%	4.1	35
O=C(CSc1nc2c(c(=O)n1-c1ccc(Cl)cc1)SCC2)NCc1ccco1	-5.8	58.4	64.1	·	·	7.6%	-3.2%	·	·
O=C1CSC(c2ccccc2)N1CC12CC3CC(CC(O)(C3)C1)C2 (configuration not stated)	16.3	101.0	84.7	14.9	118	-44.6%	8.0%	-14.9	118
CCOc1ccc(C2=C/C(=C/c3cccnc3)C(=O)O2)cc1	·	·	·	-11.4	145	-43.2%	-29.4%	11.4	145
Cn1c2c(c(=O)n(C)c1=O)C(NC(=O)c1cccs1)(C(F)(F)F)C(=O)N2 (configuration not stated)	-12.9	91.9	104.8	-6.7	94	-0.7%	-9.8%	6.7	94
Cc1cc(C(F)(F)F)n(-c2nc(C(=O)Nc3ccccc3Oc3ccccc3)cs2)n1	·	·	·	28.2	119	7.5%	-3.5%	-28.2	119
COc1cc(C(=O)OCC(=O)Nc2ccc(F)cc2F)cc(OC)c1OC	·	·	·	16.7	182	8.9%	-4.9%	-16.7	182
COc1cc2cc(CN(Cc3nnnn3Cc3ccco3)C3CCCCC3)c(=O)[nH]c2cc1OC	-16.8	48.7	65.5	-16.1	114	-77.1%	3.6%	16.1	114
CCOC(=O)NC(=O)/C(C#N)=N/Nc1ccc(F)cc1	·	·	·	-1.3	136	-33.8%	-2.3%	1.3	136
Cc1occc1C(=O)NC(C)c1ccc2c(c1)OCO2 (configuration not stated)	·	·	·	14.1	187	5.9%	7.1%	-14.1	187
Cc1c(NC(=O)c2ccc(Br)o2)cccc1C(=O)O	7.8	94.2	86.4	-5.2	163	13.8%	-2.9%	5.2	163
Cn1cc(-c2nnc(-c3ccccc3)o2)c2ccccc21	-18.6	53.7	72.4	-8.0	142	-8.9%	3.2%	8.0	142
CCC1CCCCN1C(=O)CSc1nnc(-c2ccc(Cl)cc2)o1 (configuration not stated)	-1.5	75.2	76.7	3.8	138	-1.8%	2.4%	-3.8	138
CCOC(=O)c1cc2sccc2n1Cc1ccc(C#N)cc1	·	·	·	1.1	166	-6.4%	-1.5%	-1.1	166
COc1ccc(C(=O)Nc2ccccc2C(=O)N(Cc2ccco2)C(C(N)=O)C(C)C)cc1 (configuration not stated)	2.7	5.6	2.9	11.3	140	-1.5%	1.1%	-11.3	140

Sorted by SMILES length (low to high): part of the list above
SMILES	MRP reversal	MRP reversal cytotoxicity	MRP reversal with doxorubicin	NFkB transloc pot	NFkB transloc pot cell count 2 µM	PLAP inhibitors HTS	Bcl-B displacement	IL1B NFkB inh	IL1B NFkB inh cell count 2 µM
CCOC(=O)c1cc2sccc2n1Cc1ccc(C#N)cc1	·	·	·	1.1	166	-6.4%	-1.5%	-1.1	166
Cc1ccccc1CN1CCN(CC(=O)NCc2ccccn2)C1=O	19.1	107.0	88.0	21.9	64	-15.9%	7.2%	-21.9	64
CCOC(=O)Cc1[nH]nc2c1C(c1cc(OC)ccc1OC)C(C#N)=C(N)O2 (configuration not stated)	-26.8	52.4	79.2	-9.3	106	-61.6%	3.8%	9.3	106
COc1cc2cc(CN(Cc3nnnn3Cc3ccco3)C3CCCCC3)c(=O)[nH]c2cc1OC	-16.8	48.7	65.5	-16.1	114	-77.1%	3.6%	16.1	114
CCOc1ccc(N(CC(=O)NC2CCCC2)S(=O)(=O)c2c(C)[nH]c(=O)[nH]c2=O)cc1	4.4	96.4	92.0	12.5	62	-41.6%	4.1%	-12.5	62

Next records:
SMILES	MRP reversal	MRP reversal cytotoxicity	MRP reversal with doxorubicin	NFkB transloc pot	NFkB transloc pot cell count 2 µM	PLAP inhibitors HTS	Bcl-B displacement	IL1B NFkB inh	IL1B NFkB inh cell count 2 µM
CC(C)(O)c1nnn(-c2ccccc2)c1C(F)(F)F	5.2	84.9	79.7	1.2	123	6.2%	-3.5%	-1.2	123
COc1ccc(OC)c(NC(=O)Nc2cccc3ccccc23)c1	12.0	70.9	58.9	22.8	171	22.1%	-3.8%	-22.8	171
Cc1cc(=O)[nH]c2c1cnn2Cc1ccccc1	0.5	101.2	100.8	11.2	101	-6.8%	0.5%	-11.2	101
Cc1nc(NCc2ccco2)c2oc3ccccc3c2n1	·	·	·	20.2	124	-58.0%	-5.6%	-20.2	124
